Apaf-1 inh = human Apaf-1 inhibition; inhibition, % at 20 µM; reconstituted apoptosome caspase-3 activity, DEVD-Rh110 fluorescence; 0.71% of 330,000 active; O14727; AID 489030; active = inhibition of at least 40% at 20 µM;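 note: plate controls were DMSO wells for no effect and DEVD-CHO caspase inhibitor wells for full effect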
Target sequence (O14727 whole entry, looked up): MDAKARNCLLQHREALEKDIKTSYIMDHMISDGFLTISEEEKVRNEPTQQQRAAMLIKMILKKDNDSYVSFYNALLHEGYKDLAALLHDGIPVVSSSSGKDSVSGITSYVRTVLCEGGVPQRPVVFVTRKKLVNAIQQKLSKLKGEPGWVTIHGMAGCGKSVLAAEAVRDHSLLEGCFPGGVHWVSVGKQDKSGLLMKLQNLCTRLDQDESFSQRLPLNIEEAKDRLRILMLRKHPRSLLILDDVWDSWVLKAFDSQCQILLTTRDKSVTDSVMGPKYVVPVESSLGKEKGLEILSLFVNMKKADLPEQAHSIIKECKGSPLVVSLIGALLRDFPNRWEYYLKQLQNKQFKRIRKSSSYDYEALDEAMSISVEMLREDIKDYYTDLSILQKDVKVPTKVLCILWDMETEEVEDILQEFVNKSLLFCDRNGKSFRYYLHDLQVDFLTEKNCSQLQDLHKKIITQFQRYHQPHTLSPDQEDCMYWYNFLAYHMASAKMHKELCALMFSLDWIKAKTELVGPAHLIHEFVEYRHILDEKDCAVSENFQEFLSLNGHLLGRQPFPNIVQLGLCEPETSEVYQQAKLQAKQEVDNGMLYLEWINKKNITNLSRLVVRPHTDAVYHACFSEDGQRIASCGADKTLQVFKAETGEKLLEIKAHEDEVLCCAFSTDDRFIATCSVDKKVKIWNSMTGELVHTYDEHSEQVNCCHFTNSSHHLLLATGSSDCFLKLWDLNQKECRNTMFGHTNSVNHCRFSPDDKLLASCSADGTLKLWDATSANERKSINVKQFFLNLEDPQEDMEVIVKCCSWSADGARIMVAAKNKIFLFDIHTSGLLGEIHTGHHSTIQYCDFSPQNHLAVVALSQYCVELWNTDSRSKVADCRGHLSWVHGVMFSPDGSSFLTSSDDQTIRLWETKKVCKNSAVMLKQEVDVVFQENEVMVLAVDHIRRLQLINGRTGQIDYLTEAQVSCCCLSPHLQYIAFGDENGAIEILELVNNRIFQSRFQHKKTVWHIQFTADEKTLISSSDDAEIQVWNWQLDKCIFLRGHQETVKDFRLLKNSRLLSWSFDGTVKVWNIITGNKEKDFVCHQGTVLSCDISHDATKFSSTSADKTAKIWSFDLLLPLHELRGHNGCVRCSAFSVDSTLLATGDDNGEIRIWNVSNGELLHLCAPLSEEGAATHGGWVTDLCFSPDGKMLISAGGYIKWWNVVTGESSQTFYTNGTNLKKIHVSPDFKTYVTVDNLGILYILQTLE
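detection = Rh110 fluorescence intensity | test system = biochemical Apaf-1 apoptosome reconstitution | also added = cytochrome c and DEVD-Rh110 substrate | schedule = 30 min plus 50 min, RT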
SENP1 inh = blocks the human SENP1 SUMO protease catalytic domain | 0.21% of 360,000 active | inhibition, % at 10 µM | recombinant SENP1 catalytic domain, CyPet-SUMO1-YPet FRET cleavage | Q9P0U3 | AID 624204;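 active = inhibition at least 30% at 10 µM, raw YFP signal under a set limit, fluorescence ratio 0.5 to 1.5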;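 note: 0% = enzyme with DMSO and 100% = no enzyme wells; some results filed as inactive read as strong as hits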
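Test system: recombinant human SENP1 catalytic domain, His6-tagged / Medium: pH 8 Tris buffer with EDTA, NaCl, BME, BSA, NP40, catalase / Also added: SUMO1 FRET substrate flanked by Cypet and Ypet, 25 nM / Times: 50 min reaction at room temperature / Signal: FRET, CFP and YFP emission / Control set: no-enzyme low control and enzyme-plus-DMSO high control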
NLRP3 yeast inh = blocks the NALP3 inflammasome reconstituted in yeast; AID 2825; 0.39% of 330,000 active; Yeast reconstituted NLRP3/ASC/caspase-1, beta-gal luminescence, 24 h; inhibition, % at 10 µM;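 active = inhibition of 50% or more; inactive = inhibition below 50%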;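 note: plate controls were induced DMSO wells for no effect and uninduced yeast grown without galactose for full effect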
SENP8 block-1 = inhibitors of human SENP8 protease; 0.64% of 360,000 active; inhibition, % at 20 µM; Q96LD8; recombinant SENP8, Nedd8 substrate fluorescence; AID 602440; in the data active = inhibition mostly above about 40%, no sharp cut-off; inactive = mostly below about 27%
SENP8 block-2 = inhibitors of human SENP8 protease. Q96LD8. inhibition, % at 10 µM. purified SENP8, Z-RLRGG-aminoluciferin cleavage, luminescence. 1.2% of 330,000 active. AID 2540; in the data active = inhibition above about 50%
SENP7 block = SENP7 protease inhibition; recombinant SENP7, Z-RLRGG-aminoluciferin luminescence, 40 min; inhibition, % at 5 µM; 1.5% of 330,000 active; AID 434973;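 active = inhibition above about 50% at the single test dose, limit read from the data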;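 note: plate controls were DMSO with enzyme for no effect and no enzyme buffer wells for full effect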
PfGluPho inh = PfG6PD (Plasmodium falciparum) enzyme inhibition | inhibition, % at 20 µM | PfGluPho enzyme, NADPH resazurin-diaphorase fluorescence | 0.78% of 350,000 active | AID 504690;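 active = inhibition reaching at least a set limit at 20 µM in the primary screen, cut at about 59% in these data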;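 note: 0% = DMSO wells with substrate and 100% = DMSO wells lacking glucose-6-phosphate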
HKDC1 inh = inhibitors of human hexokinase HKDC1 | Q2TB90 | recombinant HKDC1, G6PDH/diaphorase resazurin coupled fluorescence | inhibition, % at 20 µM | 0.16% of 340,000 active;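 active = inhibition above about 35% when tested at 20 µM, limit read from the data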;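 note: plate controls were DMSO wells with enzyme for no effect and DMSO wells lacking enzyme for full effect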
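Incubation: 90 min at room temperature in dark / Material: recombinant HKDC1 (HK5) hexokinase enzyme, produced in-house / Quantity: enzyme 5 µg/mL final / Compound: one dose of 20 µM, 1% DMSO / Reagent: glucose and ATP substrates / Buffer or medium: Tris pH 8.0 buffer with MgCl2, Tween-20, BSA, BME / Technique: resorufin fluorescence at 613 nm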
SENP6 inh = SENP6 protease inhibition | Q9GZR1 | Recombinant SENP6 catalytic domain, aminoluciferin luminescence | inhibition, % at 10 µM | 1.8% of 330,000 active | AID 2599;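 active = inhibition above about 50% at the single tested dose, limit read from the data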;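 note: plate controls were DMSO wells with enzyme for no effect and DMSO wells lacking enzyme for full effect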
An asterisk follows results filed as active; . = no result given.

SMILES	Apaf-1 inh	SENP1 inh	NLRP3 yeast inh	SENP8 block-1	SENP8 block-2	SENP7 block	PfGluPho inh	HKDC1 inh	SENP6 inh
CCCn1c(SCC(=O)c2ccc3c(c2)NC(=O)CO3)nc2ccccc21	3	3	-12	8	-5	2	-6	-9	-1
CC1Cc2ccccc2N1C(=O)CSc1nnc(NC(=O)Cc2cccs2)s1 (stereo not drawn)	11	.	-7	.	0	0	-14	1	0
CN(C(=O)Cn1cc(C#N)c2ccccc21)c1ccccc1	-4	-2	-2	0	3	15	10	-1	16
O=C(N/N=C/c1cccnc1)c1cccs1	-18	-2	19	2	4	2	-3	-5	3
C=CCN1N=C(/C=C/c2ccc(C)cc2)CCC1=O	4	3	20	8	-1	-4	-8	-4	12
CCc1ccc2nc(NC(=O)CN3C(=O)NC4(CCCC4)C3=O)sc2c1	9	1	15	5	-10	7	-25	-1	-1
COc1ccc(CNC(=O)CCSCc2ccc(C)cc2)cc1	-11	0	23	7	-3	0	-6	-2	19
Cc1ccc(NC(=O)CSc2ccccn2)cc1S(=O)(=O)N1CCOCC1	3	1	19	4	2	3	-18	-5	3
CN(C)S(=O)(=O)Oc1cccc(C(=O)Nc2ccccc2Cl)c1	6	2	11	6	-4	1	11	-2	-15
CC1CCN(c2ccc3nnc(CCC(=O)Nc4cccc(F)c4)n3n2)CC1	3	0	3	-36	-6	4	12	-1	4
COc1cc2c(cc1OC)C(c1cc3cccc(C)c3[nH]c1=O)N(C(=O)c1ccco1)CC2 (stereo not drawn)	16	-1	3	-14	-12	-1	.	.	-9
Cc1ccc(-n2ncc3c(=O)n(CC(=O)Nc4cccc(Cl)c4)cnc32)cc1C	2	-4	19	-6	5	5	7	5	7
CC(=O)c1ccc(-c2cccs2)s1	5	-152	7	-369	-17	0	-5	4	-13
O=c1[nH]c(CSc2nnc(Cc3ccccc3)o2)nc2ccccc12	13	1	4	13	0	0	14	-13	-18
COc1cccc(/C=C2\SC(=S)N(CCCC(=O)N3CCCCC3CCO)C2=O)c1 (stereo not drawn)	22	2	10	12	3	-3	4	11	16
COC(=O)C1=C(N)Oc2cc(C)n(C)c(=O)c2C1c1ccc(Cl)c(Cl)c1 (stereo not drawn)	7	-1	9	20	-8	-9	5	5	-28
CC1(c2cccc(Br)c2)NC(=O)N(CC(=O)N2CCN(C(=O)c3ccco3)CC2)C1=O (stereo not drawn)	-6	1	2	-4	-2	8	9	-9	4
NS(=O)(=O)c1ccc(CCNC(=O)CN2C(=O)NC(c3ccccc3)(c3ccccc3)C2=O)cc1	-6	-4	10	-7	-3	3	-2	-1	-1
CC(C)c1nnc(SCC(=O)NCc2ccco2)n1C	2	0	14	16	-5	9	0	-3	-14
Cc1ccc(/C=N\NC(=O)C2CC(=O)N(c3ccccc3)C2)o1 (stereo not drawn)	-10	0	19	10	1	-2	10	0	15
CCOC(=O)C1CCCN(C(=O)C2CCN(S(=O)(=O)CC)CC2)C1 (stereo not drawn)	-18	2	-2	9	-4	4	-3	5	-7
CN1C(=O)SC(Nc2cccc3ccccc23)C1=O (stereo not drawn)	12	3	22	18	3	10	-9	-17	6
c1ccc(-c2nc(N3CCOCC3)sc2-c2ccccc2)cc1	15	3	-16	-50	-3	-5	-8	-1	-12
CCS(=O)(=O)NCC(c1cccnc1)N1CCN(c2ccc(F)cc2)CC1 (stereo not drawn)	11	1	20	27	-11	-8	3	5	-14
CC(C)C[C@H](NC(=O)c1nc[nH]c1C(=O)NCc1ccccc1)C(=O)OC(C)(C)C	27	-4	17	13	-5	-4	22	4	-3

The list goes on.
SMILES	Apaf-1 inh	SENP1 inh	NLRP3 yeast inh	SENP8 block-1	SENP8 block-2	SENP7 block	PfGluPho inh	HKDC1 inh	SENP6 inh
COC(=O)c1ccccc1OCCN1CCCCCC1	-11	-3	3	21	-4	-6	-12	-14	-17
O=C(NC(c1ccc(Cl)cc1)c1c(O)ccc2ccccc12)c1ccccc1 (stereo not drawn)	.	1	.	13	.	.	4	16	.
C=CCn1c(SCC(=O)N2CCCC2)nc2c([nH]c3ccccc32)c1=O	-2	-1	5	-15	-1	6	1	-9	-6
COCCn1nnnc1CN1CCN(c2cccc(C(F)(F)F)c2)CC1	3	0	0	9	-3	5	-6	-3	-10
Cc1nn(C(C)C(=O)NCc2cccs2)c(C)c1[N+](=O)[O-] (stereo not drawn)	-13	2	6	21	6	3	6	-9	24
COc1ccc(NC(=O)CCC(=O)OC(C(=O)c2ccccc2)c2ccccc2)cc1 (stereo not drawn)	4	0	-89	4	-16	-13	2	-6	-2
CCCN(CC(=O)Nc1ccccc1C)C(=O)c1ccc(N2CCCC(C)C2)c([N+](=O)[O-])c1 (stereo not drawn)	.	1	.	14	.	.	24	0	.
COC(=O)c1ccccc1NC(=O)CN(c1ccc(C)cc1)S(C)(=O)=O	6	1	-7	7	8	-1	-4	-7	8
NS(=O)(=O)c1ccc(Sc2ccc3ccccc3c2)nc1	10	0	16	3	-7	-11	-12	6	-7
CC(C)C(=O)Nc1ccccc1-c1nc2ccccc2[nH]c1=O	-2	-1	11	-9	1	3	-10	-4	0
COc1ccccc1NC(=O)c1ccc(-c2ccc(Br)cc2)o1	12	2	38	-34	-12	-8	9	-4	-18
CCOC(=O)c1cc(C(=O)Nc2ccccc2F)nn1C	-21	1	30	11	11	28	-22	2	-22
COc1cccc(CNC(=O)CCNS(=O)(=O)c2cccs2)c1	-3	1	4	-11	9	-5	-1	2	2
COc1cc(C(=O)OCC(=O)Nc2cccc(S(=O)(=O)N3CCOCC3)c2)ccc1OCC(C)C	13	-1	22	5	1	-1	15	0	-1
O=C(CNC(=O)c1cccc(Br)c1)N/N=C/c1cccs1	-1	2	14	20	5	1	-10	-4	1
Cc1ccc(S(=O)(=O)N2[C@@H](c3cccc(Cl)c3)C(C(=O)O)=CC[C@H]2c2cccs2)cc1	18	1	22	5	-9	10	-9	2	-16
COc1ccc(S(=O)(=O)NC2CC(=O)N(c3ccc(C)c(C)c3)C2)cc1 (stereo not drawn)	16	1	7	5	9	9	3	-1	-12
Cc1cc(Cl)ccc1OCC(=O)NCCOc1nc(N2CCCCC2)nc(N2CCOCC2)n1	20	1	8	12	-6	0	0	-2	-16

A portion from the list above:
SMILES	Apaf-1 inh	SENP1 inh	NLRP3 yeast inh	SENP8 block-1	SENP8 block-2	SENP7 block	PfGluPho inh	HKDC1 inh	SENP6 inh
COc1ccc(S(=O)(=O)NC2CC(=O)N(c3ccc(C)c(C)c3)C2)cc1 (stereo not drawn)	16	1	7	5	9	9	3	-1	-12
Cc1cc(Cl)ccc1OCC(=O)NCCOc1nc(N2CCCCC2)nc(N2CCOCC2)n1	20	1	8	12	-6	0	0	-2	-16

Entries from the list above that contain a halogen (13):
SMILES	Apaf-1 inh	SENP1 inh	NLRP3 yeast inh	SENP8 block-1	SENP8 block-2	SENP7 block	PfGluPho inh	HKDC1 inh	SENP6 inh
CN(C)S(=O)(=O)Oc1cccc(C(=O)Nc2ccccc2Cl)c1	6	2	11	6	-4	1	11	-2	-15
CC1CCN(c2ccc3nnc(CCC(=O)Nc4cccc(F)c4)n3n2)CC1	3	0	3	-36	-6	4	12	-1	4
Cc1ccc(-n2ncc3c(=O)n(CC(=O)Nc4cccc(Cl)c4)cnc32)cc1C	2	-4	19	-6	5	5	7	5	7
COC(=O)C1=C(N)Oc2cc(C)n(C)c(=O)c2C1c1ccc(Cl)c(Cl)c1 (stereo not drawn)	7	-1	9	20	-8	-9	5	5	-28
CC1(c2cccc(Br)c2)NC(=O)N(CC(=O)N2CCN(C(=O)c3ccco3)CC2)C1=O (stereo not drawn)	-6	1	2	-4	-2	8	9	-9	4
CCS(=O)(=O)NCC(c1cccnc1)N1CCN(c2ccc(F)cc2)CC1 (stereo not drawn)	11	1	20	27	-11	-8	3	5	-14
O=C(NC(c1ccc(Cl)cc1)c1c(O)ccc2ccccc12)c1ccccc1 (stereo not drawn)	.	1	.	13	.	.	4	16	.
COCCn1nnnc1CN1CCN(c2cccc(C(F)(F)F)c2)CC1	3	0	0	9	-3	5	-6	-3	-10
COc1ccccc1NC(=O)c1ccc(-c2ccc(Br)cc2)o1	12	2	38	-34	-12	-8	9	-4	-18
CCOC(=O)c1cc(C(=O)Nc2ccccc2F)nn1C	-21	1	30	11	11	28	-22	2	-22
O=C(CNC(=O)c1cccc(Br)c1)N/N=C/c1cccs1	-1	2	14	20	5	1	-10	-4	1
Cc1ccc(S(=O)(=O)N2[C@@H](c3cccc(Cl)c3)C(C(=O)O)=CC[C@H]2c2cccs2)cc1	18	1	22	5	-9	10	-9	2	-16
Cc1cc(Cl)ccc1OCC(=O)NCCOc1nc(N2CCCCC2)nc(N2CCOCC2)n1	20	1	8	12	-6	0	0	-2	-16

Compound activity (PubChem)
